FEN1 inhibitor: human FEN1 inhibition; actives 0.35% (n = 390,000); P39748; Potency, µM (doses to about 114 µM), inactives show at the top dose activity change, negative = inhibition, most hits filed as inhibitors; Recombinant FEN1 flap cleavage, fluorescence, 15 min; note: nearly all actives have a fitted effect of over 65% in size
Target sequence (P39748 whole entry, looked up): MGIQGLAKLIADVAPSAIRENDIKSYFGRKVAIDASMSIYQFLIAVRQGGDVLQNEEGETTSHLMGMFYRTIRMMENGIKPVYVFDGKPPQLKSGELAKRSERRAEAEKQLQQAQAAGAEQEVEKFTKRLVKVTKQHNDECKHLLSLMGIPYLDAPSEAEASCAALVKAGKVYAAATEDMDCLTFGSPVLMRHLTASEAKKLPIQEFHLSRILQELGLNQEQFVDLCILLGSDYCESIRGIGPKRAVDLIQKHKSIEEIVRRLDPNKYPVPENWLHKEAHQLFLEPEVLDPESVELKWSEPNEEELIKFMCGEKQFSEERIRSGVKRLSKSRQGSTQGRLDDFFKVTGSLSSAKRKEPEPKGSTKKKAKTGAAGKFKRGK
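Recombinant FEN1 (10 nM) was preincubated with pin-transferred compounds for 15 min at room temperature, then flap DNA substrate (50 nM final) was added. Plates were read at 0 and 15 min, and normalized concentration–response data were fitted to a four-parameter Hill equation.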
TDP1 block: TDP1 (human) enzyme inhibition; actives 0.28% (n = 350,000); AID 485290; recombinant TDP1, AlphaScreen DNA substrate cleavage; Q9NUW8; Potency, µM (series often up to 130 µM), for inactives: at the highest dose activity change, negative = inhibition, most hits filed as inhibitors; note: nearly all actives have a fitted effect of over 40% in size
Target sequence (Q9NUW8 whole entry, looked up): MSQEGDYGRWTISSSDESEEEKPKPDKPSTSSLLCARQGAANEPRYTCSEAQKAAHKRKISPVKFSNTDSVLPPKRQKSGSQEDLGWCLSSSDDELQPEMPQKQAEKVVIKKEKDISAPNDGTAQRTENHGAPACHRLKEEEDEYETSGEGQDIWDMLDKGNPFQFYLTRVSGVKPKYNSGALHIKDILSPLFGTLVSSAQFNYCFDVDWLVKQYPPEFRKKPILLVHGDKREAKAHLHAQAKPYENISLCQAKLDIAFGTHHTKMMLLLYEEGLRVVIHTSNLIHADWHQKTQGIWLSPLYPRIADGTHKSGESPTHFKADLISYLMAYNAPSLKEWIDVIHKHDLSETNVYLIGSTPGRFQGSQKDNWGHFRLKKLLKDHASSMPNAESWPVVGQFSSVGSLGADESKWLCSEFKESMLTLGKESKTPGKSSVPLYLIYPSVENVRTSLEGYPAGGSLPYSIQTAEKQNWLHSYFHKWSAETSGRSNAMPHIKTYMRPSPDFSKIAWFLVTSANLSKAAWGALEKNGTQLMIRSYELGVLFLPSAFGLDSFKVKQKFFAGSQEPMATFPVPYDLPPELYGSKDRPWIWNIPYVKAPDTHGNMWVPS
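AlphaScreen read-out: signal falls as enzyme removes the 3' tyrosine-FITC from a 5'-biotinylated DNA oligo (15 nM, 5 min, RT). Enzyme was E. coli-made recombinant Tdp1 at 1 nM, exposed to compound for 15 min beforehand; beads 10 ug/ml, 10 min.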
N370S GC: inhibitors or activators of N370S glucocerebrosidase for Gaucher disease; P04062; N370S GC spleen homogenate, 4MU-glucoside fluorescence; Potency, µM (top dose mostly 59.4 µM), for inactives: top-dose activity change, negative = inhibition, usual class: inhibitors; actives 0.092% (n = 330,000);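 note: 0% = full enzyme activity and -100% = no enzyme basal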
An asterisk follows results filed as active; ? = inconclusive; . = no result given; & = joins results of further samples; [ ] = remark or other dose. Calls come from the whole dose curve; as a rule, active = well fitted curve in the direction sought with a large enough effect; inconclusive = small, poorly fitted or top-dose-only effect, or another doubt; inactive = no such curve, though single readings can be large; an effect the other way counts as inactive or inconclusive. Unless noted, % is set by controls: 0 for no effect and ±100 for the full control effect; potency is the fitted concentration of half-maximal effect.

1: CN(C)c1cccc(C(=O)Nc2ccc3nc4n(c(=O)c3c2)CCCCC4)c1
2: COc1cccc(C2Nc3cccc4cccc(c34)N2)c1
3: Cc1sc2ncnc(Sc3ccccc3C(=O)O)c2c1C
4: CC(C)(C)CC(=O)NC(=S)N1CCCCCC1
5: COC(=O)Nc1nnc(CCc2ccccc2)s1
6: O=C(Cn1cnc2c(NCc3ccccc3)ncnc21)NCc1ccc2[nH]ccc2c1
7: COc1ccccc1C(=O)Nc1ccc2oc(-c3ccc(F)cc3)nc2c1
8: COc1cccc(N=CC=C2OC(C)(C)C(C)(C)O2)c1

assay / compound | 1 | 2 | 3 | 4 | 5 | 6 | 7 | 8
FEN1 inhibitor | ? | -18% | 1% | -5% | -2% | -12% | -10% | -16%
TDP1 block | 6% | -4% | 3% | -4% | -3% | -3%[56.1 µM] | 5% | 8%
N370S GC | 12% | -9% | 11% | -12% | 5% | . | ? | 6%

Part of the list above in order of molecular weight, high to low.
1: CN(C)c1cccc(C(=O)Nc2ccc3nc4n(c(=O)c3c2)CCCCC4)c1
7: COc1ccccc1C(=O)Nc1ccc2oc(-c3ccc(F)cc3)nc2c1
3: Cc1sc2ncnc(Sc3ccccc3C(=O)O)c2c1C
2: COc1cccc(C2Nc3cccc4cccc(c34)N2)c1

assay / compound | 1 | 7 | 3 | 2
FEN1 inhibitor | ? | -10% | 1% | -18%
TDP1 block | 6% | 5% | 3% | -4%
N370S GC | 12% | ? | 11% | -9%

Other structures.
9: COCCNC(=O)c1c(CS(=O)(=O)c2ccccc2)noc1C(=O)NCc1ccccc1
10: C/C(=N/NC(=O)CN(c1ccccc1)S(=O)(=O)c1ccccc1)c1ccccc1O
11: CCCSc1nnc(Nc2ccccc2C)s1
12: CC(C)C1N(C(=O)CN2CCCC2)CCN1S(=O)(=O)c1ccccc1 (configuration not stated)
13: O=c1cc(O)c(-c2ccc(Cl)c(Cl)c2)c(Cl)[nH]1
14: N#CC(c1ccc(Cl)nn1)c1ccc(Cl)cc1Cl (configuration not stated)
15: O=[N+]([O-])c1ccc2[nH]c3nc4ccccc4nc3c2c1
16: CCC(C)c1ccc2oc(-c3ccc(NC(=O)Cn4cnc5c(=O)n(C)c(=O)n(C)c54)cc3)nc2c1 (configuration not stated)

assay / compound | 9 | 10 | 11 | 12 | 13 | 14 | 15 | 16
FEN1 inhibitor | -1% | -5% | -11% | -9% | 16% | -2% | 14% | -16%
TDP1 block | 1% | . | 5% | 6% | -2% | 5% | -1% | 4%
N370S GC | -4% | -1% | -7% | -8% | 0% | 4% | 6% | -7%

17: CCCn1c(N)c(C(=O)CN(C)CC(=O)Nc2c(Cl)cccc2Cl)c(=O)[nH]c1=O
18: Cc1cc(C)c2c(N)c(C(=O)Nc3ncc(C)s3)sc2n1
19: COc1ccc(-c2nc3sc(CCNS(=O)(=O)c4ccccc4)c(C)n3n2)cc1
20: O=C(Nn1c(-c2ccccc2)nc2ccccc2c1=O)c1cccs1
21: O=S(=O)(N(Cc1ccccc1)[C@H](CO)Cc1ccccc1)N(Cc1ccccc1)[C@H](CO)Cc1ccccc1
22: O=[N+]([O-])c1cc(-c2nc(-c3ccccc3)no2)ccc1NCC1CCCO1 (configuration not stated)
23: COc1ccc(CN2CC(COCc3ccccc3)Oc3ccccc3S2(=O)=O)cc1 (configuration not stated)
24: O=C(Cc1cccs1)N/N=C\c1ccc([N+](=O)[O-])s1

assay / compound | 17 | 18 | 19 | 20 | 21 | 22 | 23 | 24
FEN1 inhibitor | -1% | ? | -4% | -1% | 19%&-6% | -19% | -16% | ?
TDP1 block | 1% | . | 3% | -3% | -1% | 6% | -3%[56.1 µM] | 7%
N370S GC | . | 11% | . | -7% | . | . | . | -10%

25: COc1ccc(OCC(=O)Nc2ccccc2C(=O)N2CCCC2)cc1
26: Cc1nc(NC(=O)CN2CCC(O)(c3ccc(F)cc3)CC2)sc1C
27: COC(=O)c1sccc1NC(=S)Nc1ccc(C)cc1
28: COCCNC(=O)COC(=O)/C=C/c1c(C)nn(Cc2ccc(Cl)cc2Cl)c1Cl
29: CS(=O)(=O)N(CC(=O)N1CCCCC1)Cc1ccc(Cl)cc1
30: O=S(=O)(Oc1ccc(Cl)cc1)c1cccc2cccnc12
31: COc1ccc(CC(=O)NC2CC(C)(C)NC(C)(C)C2)cc1OC
32: Cn1cccc1/C=C(/C#N)c1ccc(F)cc1

assay / compound | 25 | 26 | 27 | 28 | 29 | 30 | 31 | 32
FEN1 inhibitor | 4% | -1% | 8% | 4% | -3% | -13% | -8% | 2%
TDP1 block | 5% | . | 7% | 5% | 1% | 3% | 7% | 5%
N370S GC | -2% | -14% | 4% | -7% | 3% | 4% | -22% | 4%

33: N[C@H](Cc1ccc(O)cc1)C(=O)O
34: COc1cn(-c2ccccc2)nc1C(=O)NCc1ccc(C)cc1
35: CC(c1ccccc1)n1cc(C(=O)NCc2ccncc2)nn1 (configuration not stated)
36: Cc1cccc(OCC(=O)NCC(=O)N/N=C/c2cccnc2)c1
37: CCc1cccc(NC(=O)Cn2ncn3c(cc4ccccc43)c2=O)c1
38: CCOC(=O)CCCCCCCCCCCCC1C=CCC1 (configuration not stated)
39: Cc1c(N=C2C(=O)Nc3ccccc32)c(=O)n(-c2ccccc2)n1C
40: COc1ccc(N2CC(NC(=O)c3ccc4c(c3)OCO4)CC2=O)cc1OC (configuration not stated)

assay / compound | 33 | 34 | 35 | 36 | 37 | 38 | 39 | 40
FEN1 inhibitor | . | 2% | 2% | 3% | -10% | . | -9% | -2%
TDP1 block | -1%&8% | . | 4% | 0% | 4% | 23%[56.1 µM] | 1% | 3%
N370S GC | 8%&-3% | 23% | -15% | -3% | -2% | -3% | -7% | .

41: CC(=O)Oc1ccc(N2C(=O)C3C(C2=O)C2(C)C=CC3(C)O2)cc1 (configuration not stated)
42: O=C(NCc1ccco1)c1ccccc1O
43: CCOC(=O)c1ccc(NC(=O)c2nc[nH]c2C(=O)N(CC)CC)cc1
44: CCC(=O)c1cc(F)c(N2CCN(C(=O)Cc3ccccc3)CC2)cc1C
45: CCCc1nnc(NC(=O)CN2CCOCC2)s1
46: CC1(C)CC(=O)C2=C(C1)N(c1ccc(F)cc1)C(=O)CC2c1cccnc1 (configuration not stated)
47: CN(C)c1ccc(/C=C/c2ccc3c4ccccc4ccc3[n+]2-c2ccccc2)cc1
48: Cc1ccc(N(C(=O)C2COc3ccccc3O2)C(C(=O)NC2CCCCC2)c2cn(C)nc2C)cc1 (configuration not stated)

assay / compound | 41 | 42 | 43 | 44 | 45 | 46 | 47 | 48
FEN1 inhibitor | . | -2% | 13% | -12% | -10% | 0% | 8.9µM* | .
TDP1 block | 9% | . | 1% | -1% | 3% | -5% | 15% | 0%
N370S GC | 1% | 0% | ? | -8% | 1% | -4% | -14% | 1%

49: COc1ccc(OC)c(C=NNC(=O)c2ccccc2NS(=O)(=O)c2cccs2)c1
50: COC(=O)C1=C(C)N(Cc2ccccc2)C(=NCc2ccccc2)N[C@H]1c1cccc(F)c1
51: CCN(CC)c1ccc(NC(=O)c2sc3nc4c(cc3c2N)CN(C)CC4)cc1
52: COC(=O)COc1nsnc1N1CCOCC1
53: COc1ccc(-n2nnnc2SCC(=O)N2CCCc3ccccc32)cc1OC
54: Cc1ccc(Oc2ncccc2/C=N/OCc2ccc(Cl)cc2Cl)cc1
55: CCCNC(=O)CCc1c(C)nc2nc(-c3cc(OC)cc(OC)c3)nn2c1C
56: CC1=[N+]([O-])C(N2CCOCC2)C(O)(c2ccccc2)C1 (configuration not stated)

assay / compound | 49 | 50 | 51 | 52 | 53 | 54 | 55 | 56
FEN1 inhibitor | -6% | -13% | 16% | -4% | 12% | -8% | -11%&3% | -3%
TDP1 block | -1% | . | 7% | 2% | 1% | 1% | 0%&6% | 4%
N370S GC | . | 6% | . | -16% | 6% | 7% | ? | 3%

57: CCOc1ccccc1C(=O)N[C@H](C(=O)Nc1cc(S(=O)(=O)N(C)C)ccc1OC)C(C)C
58: COc1ccc2c(c1)c(C(=O)O)c(C)n2-c1ccccc1
59: CSc1ncc(Cl)c(C(=O)N(Cc2ccccc2Cl)C2CCS(=O)(=O)C2)n1 (configuration not stated)
60: CCOc1ccc(C(=O)Nc2ccc(-c3nc4ccccc4s3)c(C)c2)cc1OCC
61: CN(CCO)C(=O)C1CCN(c2ncc(C(F)(F)F)cc2Cl)CC1
62: Cc1ccc(SCC(=O)OCC(=O)N(CC(C)C)c2c(N)n(Cc3ccccc3)c(=O)[nH]c2=O)cc1C
63: CCOc1ccc(Nc2nc(NCCN3CCOCC3)nc(OC)n2)cc1
64: COc1cc(/C=C2/NC(=O)N(Cc3ccccc3F)C2=O)ccc1O

assay / compound | 57 | 58 | 59 | 60 | 61 | 62 | 63 | 64
FEN1 inhibitor | 2% | -17% | 3% | -3% | -12% | 7% | -6% | -4%
TDP1 block | 3% | 8% | 1% | 1% | -11% | 0% | 4% | 0%
N370S GC | 6% | 24% | . | . | 2% | -18% | 13% | -3%

65: CCOC(=O)N1CCN(CC(O)COc2ccc(C)cc2C(C)(C)C)CC1 (configuration not stated)
66: CC(C)(C)NC(=O)c1ccc2nsnc2c1
67: CCCOc1ccc(-c2nc(SCC(=O)c3ccc(Cl)cc3)n[nH]2)cc1
68: Cc1nc(CS(=O)(=O)c2ccc(Cl)cc2)cc(Sc2ccccc2Cl)n1
69: Cc1ccc(CNC(=S)NCc2ccncc2)cc1
70: Cc1nn(Cc2ccccc2)c(C)c1NC(=O)c1cc(-c2ccc3c(c2)OCO3)on1
71: O=C(CN1CCN(Cc2ccccc2F)C1=O)NCc1cccnc1
72: COc1ccc(CNC(=O)C2CCN(C(=O)c3csc(Nc4ccc(C)cc4)n3)CC2)cc1

assay / compound | 65 | 66 | 67 | 68 | 69 | 70 | 71 | 72
FEN1 inhibitor | -9% | -3% | 8% | -6% | 7% | 6% | -2% | -2%
TDP1 block | -2% | 5% | 5% | 0% | 3% | 1% | 0% | .
N370S GC | 9% | -10% | . | 2% | -2% | 5% | -1% | -11%

73: C=CCN(c1ccccc1OC)S(=O)(=O)c1cccc(C(=O)OC2CCOC2=O)c1 (configuration not stated)
74: CN1C(=O)c2cccc3c(N(C)C)ccc(c23)C1=O
75: CCN(Cc1cc(=O)n2ccsc2n1)c1cccc2ccccc12
76: O=C(Cc1ccccc1)c1nnc(-c2ccccc2)o1
77: O=S(=O)(c1ccc(F)cc1)N1CCCN(Cc2c(F)cccc2F)CC1
78: O=C(CNC(=O)c1ccccc1)OCCOc1cccc(Cl)c1
79: CCOc1ccc(CN2CCNC(=O)C2CC(=O)NCCC2=CCCCC2)cc1 (configuration not stated)
80: O/N=C1\CC2(Cc3nonc31)OCCO2
81: O=S(=O)(c1ccc(SCc2ccc(Cl)cc2)nc1)N1CCCC1
82: C=CCc1cc(/C=C2/NC(=S)NC2=O)cc(OC)c1O
83: CC(CNC(=O)c1cc(-c2ccccc2)n[nH]1)c1ccccc1 (configuration not stated)

assay / compound | 73 | 74 | 75 | 76 | 77 | 78 | 79 | 80 | 81 | 82 | 83
FEN1 inhibitor | -4% | ? | -18% | -2% | -8% | 11% | 13% | 4% | 3% | -22% | -18%
TDP1 block | -4% | . | -5% | 5% | . | 4% | 5% | 0% | -9% | 2% | -6%
N370S GC | . | 7% | 15% | 19% | 3% | -19% | -2% | -4% | . | -29% | .

2 of the compounds above, field by field:
74: CN1C(=O)c2cccc3c(N(C)C)ccc(c23)C1=O
- FEN1 inhibitor: ?
- TDP1 block: .
- N370S GC: 7%

75: CCN(Cc1cc(=O)n2ccsc2n1)c1cccc2ccccc12
- FEN1 inhibitor: -18%
- TDP1 block: -5%
- N370S GC: 15%
